Screening data: PubChem BioAssay, The Scripps Research Institute Molecular Screening Center
OXTR potentiate – potentiators of human oxytocin receptor; P30559; CHO-OTR cells, Fluo-8 calcium fluorescence, potentiator mode; 0% = oxytocin EC15, 100% = EC100; activation, % at 3 µM; actives 0.061% (n = 320,000); AID 2445;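 active means activation above that plate's cutoff, the mean activation of tested compounds plus 3 SD, cut at about 6.6% in these data, passing the limit was not always enough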;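 further: 100% uses oxytocin at 75 nM as the full agonist control; some results filed as inactive read as strong as hits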
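Measured by – Fluo-8 calcium dye fluorescence · Test system – human OTR in CHO cells · Dosing – one concentration, 3.0 µM compound · Controls – EC15 oxytocin alone as 0%, 75 nM oxytocin as 100% · Evaluation – normalized max/min fluorescence ratio, % activation · Timing – 6 min pre-incubation, 100 s read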
CHRM1 agonist – agonists of human M1 muscarinic receptor; P11229; CHO-K1 hM1, Fluo-8 calcium fluorescence, agonist mode; 0% DMSO, 100% acetylcholine EC100; activation, % at 3 µM; actives 0.33% (n = 360,000);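 active means activation above the run's mean compound activation plus 3 SD, cut at about 16% in these data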;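 further: peak over basal fluorescence ratio within a 140 s kinetic read after compound addition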
Target sequence (P11229 whole entry, looked up): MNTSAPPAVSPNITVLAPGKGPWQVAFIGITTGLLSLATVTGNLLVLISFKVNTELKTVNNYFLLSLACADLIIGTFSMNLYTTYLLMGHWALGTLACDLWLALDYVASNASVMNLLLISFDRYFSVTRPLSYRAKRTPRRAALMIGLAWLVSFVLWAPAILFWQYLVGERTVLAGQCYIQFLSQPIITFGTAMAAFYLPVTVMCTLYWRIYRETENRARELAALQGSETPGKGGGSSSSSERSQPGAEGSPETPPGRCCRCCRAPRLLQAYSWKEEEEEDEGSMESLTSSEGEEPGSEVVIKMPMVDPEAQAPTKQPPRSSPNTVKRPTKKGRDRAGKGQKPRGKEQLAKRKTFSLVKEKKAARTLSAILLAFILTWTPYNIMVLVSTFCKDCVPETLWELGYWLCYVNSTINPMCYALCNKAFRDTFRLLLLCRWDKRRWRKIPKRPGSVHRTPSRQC
V1R ag counter – activates human V1a receptor in oxytocin agonist counter-screen; P37288; CHO-V1R cells, Fluo-8 calcium fluorescence, agonist mode; 0% DMSO, 100% 3 nM vasopressin; activation, % at 3 µM; actives 0.25% (n = 320,000);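 active means activation above the mean activation of all tested compounds plus 3 SD, per screening run, cut at about 20% in these data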;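 further: signal is peak over basal fluorescence ratio across a 100 second FLIPR read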
Target sequence (P37288 whole entry, looked up): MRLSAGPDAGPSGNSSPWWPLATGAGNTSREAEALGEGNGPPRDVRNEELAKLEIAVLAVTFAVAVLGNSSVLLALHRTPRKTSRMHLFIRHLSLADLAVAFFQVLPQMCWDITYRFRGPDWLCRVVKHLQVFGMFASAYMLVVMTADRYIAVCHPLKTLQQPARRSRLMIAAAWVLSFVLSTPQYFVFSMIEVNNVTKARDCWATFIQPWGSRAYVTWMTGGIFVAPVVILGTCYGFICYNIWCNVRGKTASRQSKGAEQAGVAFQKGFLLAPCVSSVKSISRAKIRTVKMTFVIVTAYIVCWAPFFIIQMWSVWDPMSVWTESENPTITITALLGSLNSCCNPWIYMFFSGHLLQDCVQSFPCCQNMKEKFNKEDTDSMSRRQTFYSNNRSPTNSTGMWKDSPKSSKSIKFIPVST
M1 antag – blocks human M1 muscarinic receptor. AID 588852. CHO-K1 hM1, Fluo-8 calcium fluorescence, ACh EC80 antagonist. actives 1.3% (n = 360,000). inhibition, % at 3 µM;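 active means percent inhibition above its own plate's cutoff, namely the mean of that plate's compound wells plus 3 SD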;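 further: peak over basal fluorescence ratio during 140 s after agonist addition; 0% = ACh EC80 plus DMSO and 100% = DMSO alone without agonist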
OXTR ag – human OXTR agonism; P30559; CHO-OTR cells, Fluo-8 calcium fluorescence; normalized: DMSO 0%, oxytocin 100%; activation, % at 3 µM; actives 0.32% (n = 320,000);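 active means activation above the mean of all tested compounds plus 3 SD, cutoff set per screening run, cut at about 20% in these data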;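 further: peak over basal fluorescence ratio from a 100 s FLIPR kinetic read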
CHRM1 PAM – potentiates human M1 receptor response to acetylcholine; P11229; CHO-K1 hM1, Fluo-8 calcium fluorescence, ACh EC20; 0% = ACh EC20, 100% = maximal ACh; activation, % at 3 µM; AID 588819; actives 0.088% (n = 360,000); in the data active means activation above about 19%, passing the limit was not always enough
CHO parental Ca – signal in parental CHO cells, OX1R antagonist counter-screen; parental CHO-K1, ATP-induced calcium, Fluo-8 fluorescence; inhibition, % at 5.6 µM; actives 0.63% (n = 330,000);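 active means inhibition above that plate's mean sample inhibition plus 3 SD, cut at about 26% in these data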;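 further: 0% = ATP-challenged DMSO wells and 100% = DMSO wells without ATP; some compounds past the cut are filed as inactive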
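material = parental CHO cells | also added = ATP as calcium-mobilizing challenge | dosing = single point at 5.6 µM | detection = intracellular calcium via Fluo-8 no-wash fluorescent dye | read-out = % inhibition | benchmarks = low control ATP plus DMSO, high control DMSO only | repeats = one well per compound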
TAAR1 antagonist – human TAAR1 antagonism; Q96RJ0; CHO RD-HGA16 TAAR1, Fluo-8 calcium fluorescence, antagonist; inhibition, % at 3 µM; actives 1.5% (n = 360,000); AID 624466;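 active means inhibition above a per-plate cutoff, the mean inhibition of test compounds on that plate plus 3 SD, cut at about 49% in these data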;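 further: 0% = DMSO plus EC80 beta-PEA response and 100% = DMSO alone without agonist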
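System: CHO RD-HGA16 cells bearing hTAAR1. Reagent: EC80 β-phenethylamine stimulus. Schedule: seeding 17-24 h prior, 75-min 37 °C, 30-min RT dye loading. Signal: Fluo-8 intracellular calcium dye fluorescence, real-time kinetic reads. Read-out: % inhibition from peak post-agonist over basal fluorescence ratio. Benchmarks: vehicle wells and EC80 agonist wells. Replicates: n of 1.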
TAAR1 ag – agonists of human TAAR1; Q96RJ0; CHO RD-HGA16 TAAR1, Fluo-8 calcium fluorescence; vehicle wells 0%, saturating PEA agonist 100%; activation, % at 3 µM; actives 0.99% (n = 360,000); AID 624467;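 active means activation above the mean activation of all test compounds in the run plus 3 SD, cut at about 38% in these data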
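System: CHO-derived RD-HGA16 cells with stable Gα16 and human TAAR1 / Times: 17-24 h plating, Fluo-8 75 min 37 °C, 30 min RT / Technique: calcium-sensitive Fluo-8 signal, excitation 470-495, emission 515-575 nm / Measure: % activation relative to PEA EC100 response / Benchmarks: DMSO and PEA EC100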
An asterisk follows results filed as active; . = no result given.

SMILES	OXTR potentiate	CHRM1 agonist	V1R ag counter	M1 antag	OXTR ag	CHRM1 PAM	CHO parental Ca	TAAR1 antagonist	TAAR1 ag
Cc1cccc(-c2ocnc2C(=O)Nc2ncc(C)s2)c1	.	-5	.	-5	.	0	.	-1	1
COc1ccc(CNC(=O)Nc2nc(C(N)Cc3ccc(F)cc3)cs2)cc1 (configuration not stated)	.	10	.	22	.	-2	.	59*	57*
COc1cccc(C(=O)N(Cc2nc(-c3cccc(C)c3)no2)C(C)C)c1OC	-21	-3	0.8	-13	0.8	2	-13	6	6
CCOC(=O)N1CCN(c2ncnc3nc[nH]c23)CC1	1	-2	0.0	-3	0.1	5	-7	-37	5
CN(CCNC(=O)c1ccc(CS(=O)(=O)c2ccc(Br)cc2)o1)CCc1ccccc1	-6	-4	4.2	6	0.2	-5	-2	-19	53*
COc1ccc(NC(=S)NCCCCCC(=O)C[N+](=O)[O-])cc1	13	-10	0.4	-6	-1.1	2	2	-12	5
CSc1nnc(-c2ccccc2N=Cc2c(C)[nH]n(-c3ccccc3)c2=O)c(=O)[nH]1	-4	-1	0.3	-14	-0.7	13	8	-12	-2
COc1ccc(CNC(=O)CCSc2nc(-c3ccc4c(c3)OCO4)cc(C(F)(F)F)n2)cc1	-4	-6	-0.1	-9	-1.4	3	-7	-4	3
O=C(CSc1nnc(-c2ccc(Cl)cc2)n1-c1ccccc1)N/N=C/c1ccccc1C(=O)O	-14	-3	-0.3	-16	-0.8	12	-4	4	8
COc1ccc(C(=O)OCC(=O)Nc2cc(C)on2)c(OC)c1OC	-2	-1	1.2	-8	-0.7	12	-18	3	4

Full records, looked up by structure. Order of values: OXTR potentiate	CHRM1 agonist	V1R ag counter	M1 antag	OXTR ag	CHRM1 PAM	CHO parental Ca	TAAR1 antagonist	TAAR1 ag
Record of CCOC(=O)N1CCN(c2ncnc3nc[nH]c23)CC1 → 1	-2	0.0	-3	0.1	5	-7	-37	5
Record of COc1ccc(NC(=S)NCCCCCC(=O)C[N+](=O)[O-])cc1 → 13	-10	0.4	-6	-1.1	2	2	-12	5

(listing goes on)
SMILES	OXTR potentiate	CHRM1 agonist	V1R ag counter	M1 antag	OXTR ag	CHRM1 PAM	CHO parental Ca	TAAR1 antagonist	TAAR1 ag
CCSc1nnc(NC(=O)C2C3C=CC(C3)C2C(=O)O)s1 (configuration not stated)	4	-3	0.6	8	2.1	1	1	3	4
Cc1nn(-c2nnc(C)c(=O)[nH]2)c(C)c1SCC(=O)Nc1ccc(F)cc1	-21	1	0.5	-14	0.4	10	-6	2	11
CC1CCc2sc(C(=O)NCC(c3ccco3)N3CCCCC3)cc2C1 (configuration not stated)	2	-8	-1.5	21	-2.4	-21	-39	1	2
Nc1ccccc1-c1nnn(CC(=O)Nc2ccc3c(c2)OCCO3)n1	-7	-1	4.5	-7	5.4	3	1	-3	15
COc1ccc(-c2cc(=O)oc3cc(OCC(=O)N[C@@H](Cc4c[nH]c5ccccc45)C(=O)O)ccc23)cc1	-1	-4	0.8	-10	-0.2	4	-11	-13	1
Cc1ccc(-c2c(C(=O)N/N=C/c3ccoc3)nnn2-c2nonc2N)cc1	-5	4	9.8	-9	6.0	12	1	20	73*
O=C(CSc1nnc(NC(=O)C2CCC2)s1)Nc1ccc(N2CCOCC2)cc1	-9	-4	0.2	-16	-0.1	10	14	-28	19
CCCS(=O)(=O)NC(=O)C1(C)CCCN(C(=O)c2ccc(F)c(Cl)c2)C1 (configuration not stated)	.	0	.	0	.	-2	.	-1	1
COc1cccc(C(O)CC(N)=O)c1 (configuration not stated)	-3	-4	0.5	7	2.1	-3	-1	5	0
CC(Oc1ccc(Cl)cc1Cl)C(=O)Nc1cccc(O)c1 (configuration not stated)	-8	-7	-0.2	-8	1.9	12	-17	-6	5
CN1c2ccccc2C(=O)/C(=C\Nc2ccc(F)cc2F)S1(=O)=O	-7	1	-0.2	-8	-1.0	10	8	-21	1
COC(=O)C1CSC(c2ccc(Cl)cc2)N1C(=O)c1ccccc1 (configuration not stated)	-8	-5	0.1	-6	-2.7	7	-21	0	5
OC(COc1ccccc1)CN1CCOCC1 (configuration not stated)	0	-1	0.3	0	0.5	1	-6	-6	-1
CCN1CCCC1CNC(=O)C(=O)Nc1ccc(OC)cc1 (configuration not stated)	-3	-9	-0.9	-8	0.0	8	0	1	4
Cc1nc[nH]c(=O)c1Br	-2	2	1.9	-4	-0.2	1	1	4	3
Cc1ccc(-c2ccc3c(c2)O[C@H](CN(C)C(=O)Nc2ccc(C(F)(F)F)cc2)[C@H](C)CN([C@H](C)CO)S3(=O)=O)cc1	.	-4	.	5	.	4	.	-7	1
O=C1CSC(=Nc2cccc([N+](=O)[O-])c2)N1	2	-2	1.5	-13	0.1	9	8	0	1
O=C1CC(c2cccc([N+](=O)[O-])c2)c2cc3c(cc2N1)CCC3 (configuration not stated)	-9	0	3.8	9	1.3	-1	-17	11	5
Cc1cc(=O)oc2ccc(OCC(=O)N(Cc3ccc(F)cc3)Cc3ccco3)cc12	-10	3	8.4	34*	4.9	-15	13	70*	12
Cc1ccccc1N/C(SCc1ccc(Cl)cc1)=C(/C#N)C(=O)NCc1ccco1	-6	-3	4.5	4	4.0	2	6	22	12
CCOc1ccc(OCC)c(NC(=O)C2CCN(c3cnccn3)CC2)c1	-3	-5	-0.4	-2	-2.8	3	-13	-9	-2
Cc1c(CC(=O)O)c(=O)oc2cc(OCc3ccc(F)cc3Cl)ccc12	-23	-6	0.7	-10	1.3	7	-5	8	-2
C=CCn1c(C)cc(C(=O)COC(=O)c2cncc(Br)c2)c1C	-8	-5	1.5	5	0.0	-8	-15	1	1
COc1cccc(NC(=O)CN(C)C(C)C(=O)Nc2cc([N+](=O)[O-])ccc2Cl)c1 (configuration not stated)	-28	-3	0.7	-5	-1.7	-1	-3	-3	6
COc1ccc(N(CC(=O)NCc2cccnc2)S(=O)(=O)c2ccccc2[N+](=O)[O-])c(OC)c1	-5	-12	0.0	0	0.0	-1	-8	6	1
Cn1c(=O)[nH]c(=O)c2c1nc(N1CCCCCC1)n2CCCSc1nnnn1-c1ccccc1	-4	.	-1.0	.	-2.1	.	-23	.	.
COc1cccc(NC(=O)Cn2c(=O)n(CCC(=O)NC3CCN(Cc4ccccc4)CC3)c(=O)c3ccccc32)c1	-13	-6	-1.4	-7	-0.8	3	-12	-16	2
Cn1c(C(=O)c2ccccc2[N+](=O)[O-])nc2ccccc21	-3	-1	-1.6	-16	-2.0	14	4	-4	4
Cc1n[nH]c(=O)nc1NCCN(C)C	-7	-2	0.9	-6	0.2	5	-4	-10	16
COc1cccc(/C=N/NC(=O)C(=O)NCc2ccco2)c1O	2	-4	-1.2	-4	-1.9	3	-13	12	-1
Cc1ccnc(SCC(=O)Nc2cccc(S(=O)(=O)N3CCOCC3)c2)n1	7	-2	2.1	-10	2.6	3	-10	12	2
CC(=O)c1cc2c(cc1N/C(=N/S(=O)(=O)c1ccccc1)c1ccc(Cl)cc1)OCO2	-7	-1	0.4	6	-2.2	0	-10	0	1
O=C(CO/N=C1\CCCc2nonc21)Nc1ccccc1Cl	-8	-2	-0.6	-4	-0.8	5	-7	9	0
Cn1ccnc1C(=O)Cc1ccc([N+](=O)[O-])cc1	3	-5	0.4	-11	2.3	6	-4	-27	0
CCOc1ccccc1NC(=O)NCc1ccccc1F	-4	-8	-0.7	-4	-2.2	-12	-7	-17	-2
CCOc1ccc(-c2nonc2NC(=O)c2ccco2)cc1OCC	-8	-4	-1.3	-2	-0.9	2	-16	-31	-1
Cc1cc(OCC(=O)NCCCN2CCOCC2)c2c(C)cc(=O)oc2c1	1	-5	0.0	3	1.1	-3	-3	-9	2
COC(=O)C1=CO[C@@H](OC2OC(CO)C(O)C(O)C2O)[C@@H]2C(CO)=CC[C@H]12 (some centres not stated)	-4	-1	0.0	-3	-0.6	4	-2	12	4
Cn1c(=O)oc2cc(S(=O)(=O)N3CCC4(CC3)OCCO4)ccc21	0	-2	0.9	-8	2.9	6	8	14	31
Cc1ccc(NC(=O)c2cccc(OCc3c(C)noc3C)c2)c(C)c1	-14	-5	0.9	-16	-1.3	6	-34	7	-1
Cc1nnc(SCCCN2C(=O)c3ccccc3C2=O)o1	-5	-4	-0.6	-6	1.0	9	-15	-2	5
COc1ccc(-c2csc(NC(=S)NC(=O)/C=C/c3ccc(C(C)C)cc3)n2)cc1OC	-12	-3	0.5	6	0.9	0	-25	8	0
Cc1cc(C(=O)N/N=C/c2cccc3ccccc23)c(C)o1	-6	-4	0.0	-2	-1.2	4	2	-2	1
CC1CN(CCc2ccccc2)C(C)C/C1=N/O (configuration not stated)	-8	-5	-2.2	1	-1.6	-1	-4	-24	13
CC(C)c1cccc(-c2csc(C(C)(O)c3ccc(F)c(F)c3)n2)c1 (configuration not stated)	.	-4	.	2	.	-5	.	2	-1
CCOC(=O)c1c(C)c(-c2ccccc2)n(CC(=O)NCCCN(CC)CC)c1C	-3	-10	-0.1	-11	0.1	1	-20	8	2
CC(C)c1ccc(/C=C2\NC(=O)NC2=O)cc1	2	-3	-0.2	13	-1.3	-3	-9	-8	1
CCOc1ccc(CCN2C(=S)N([C@@H](Cc3ccc(O)cc3)CN3CCC[C@@H]3CN3C(=S)NC[C@@H]3CC(C)C)C[C@@H]2Cc2ccccc2)cc1	.	8	.	-3	.	17	.	-16	0
O=C(NC1CCCCC1)Oc1ccccc1	-5	-6	0.0	-10	-0.5	6	-4	-33	8
NC(=O)CCCSc1nc2ccccc2[nH]1	5	-1	0.7	-6	0.3	13	-5	-7	5
Further records follow.
SMILES	OXTR potentiate	CHRM1 agonist	V1R ag counter	M1 antag	OXTR ag	CHRM1 PAM	CHO parental Ca	TAAR1 antagonist	TAAR1 ag
COc1ccc(C(=O)Nc2ccccc2C(=O)Nc2cccc(C)n2)cc1	0	-8	0.2	1	-0.7	-5	-20	15	-2
COC(=O)c1ccc2c(=O)[nH]c(COC(=O)c3c(-c4ccccc4Cl)noc3C)nc2c1	-11	-2	1.3	-14	1.1	10	-30	0	2
Cc1cccc(N=C2NC(=O)/C(=C/c3cccnc3)S2)c1	1	-4	0.5	0	-2.4	-3	-17	0	5
C=CCNC(=O)C1CCN(S(=O)(=O)CC)CC1	1	-1	-0.2	-5	0.7	11	-3	-19	14
CCc1ccc(NC(=O)C(C)Sc2nc(-c3ccco3)c(C#N)c(=O)[nH]2)cc1 (configuration not stated)	0	-4	0.7	-13	0.7	7	-8	11	-1

Not a hit list (roughly 3.7% active in at least one column).
